LANA DNA inh: inhibitors of KSHV C-LANA binding to DNA, primary screen, biochemical, fluorescence polarization, FAM-LBS DNA, MBP-C-LANA, single point. Kaposi's sarcoma herpesvirus LANA C-terminal domain (residues 932-1162) DNA binding. inhibition, % at 9 µM. actives 0.078% (n = 340,000). AID 504423, 2011;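 active means highest replicate inhibition at or above 60% at 9 µM, even if other replicates fall short; inactive means all replicates below 60% inhibition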;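 further: 0% = neutral control wells and 100% = 4 µM acridine orange control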
NSD2 inh: NSD2 histone methyltransferase inhibitors, primary screen, biochemical, AlphaScreen, single concentration, set 2; NSD2 peptide methylation, 120 min; AID 743445, 2014; actives 0.54% (n = 310,000); inhibition, % at 12.5 µM; in the data active means inhibition above about 50%
Keap1-Nrf2 PPI: Keap1-Nrf2 protein-protein interaction inhibitors, primary screen, biochemical, fluorescence polarization, single point; inhibition, % at 9.4 µM; actives 0.15% (n = 340,000); Keap1 Kelch-Nrf2 peptide fluorescence polarization, 1536-well; in the data active means inhibition above about 12%;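 further: human Keap1 Kelch domain with fluorescein labeled Nrf2 9mer peptide probe; 0% = neutral control wells and 100% = peptide positive control; higher means more block of Keap1 binding to Nrf2 peptide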
SR-BI uptake up: activators of SR-BI mediated DiI-HDL uptake, primary screen, ldlA[mSR-BI] CHO cells, DiI fluorescence; activation, % at 12.5 µM; actives 0.096% (n = 320,000); 3 h; 100 = double the neutral-control signal;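 active means mean replicate activation of at least 60% and every replicate at or above 60%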;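 further: 0% = median plate neutral-control signal and 100% = twice that signal; values of inactives mirror those of a sister screen read the other way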
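Assay system: CHO ldlA[mSR-BI] cells, LDL receptor-null, SR-BI overexpressing; medium: Ham's F12 with 0.5% BSA, HEPES 25 mM, pH 7.4; also added: DiI-HDL 10 µg/mL; timing: 3 h uptake period with compound, 37 °C; signal: DiI fluorescence, bottom read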
SR-BI DiI inh: inhibitors of SR-BI mediated HDL lipid uptake, primary screen, ldlA[mSR-BI] cells, fluorescence, single point | AID 488896, 2010 | inhibition, % at 12.5 µM | ldlA[mSR-BI] CHO cells, DiI-HDL uptake fluorescence, 3 h | actives 0.96% (n = 320,000);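 active means mean replicate inhibition of at least 70% and a set share of replicates each scoring 70 or more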;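 further: 0% = median of neutral control wells and 100% = median of positive control wells; values of inactives mirror those of a sister screen read the other way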
DAGLB inh: DAGLB lipase inhibitors, primary screen, biochemical, fluorescence, HTS; inhibition, % at 5.17 µM; HEK293T DAGLB membrane lysate, EnzChek fluorogenic substrate; AID 504411, 2011; actives 0.059% (n = 340,000); Diacylglycerol lipase-beta (Homo sapiens), Q8NCG7; in the data active means inhibition above about 34%;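 further: 0% = enzyme with vehicle and 100% = wells lacking enzyme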
Target sequence (Q8NCG7 whole entry, looked up): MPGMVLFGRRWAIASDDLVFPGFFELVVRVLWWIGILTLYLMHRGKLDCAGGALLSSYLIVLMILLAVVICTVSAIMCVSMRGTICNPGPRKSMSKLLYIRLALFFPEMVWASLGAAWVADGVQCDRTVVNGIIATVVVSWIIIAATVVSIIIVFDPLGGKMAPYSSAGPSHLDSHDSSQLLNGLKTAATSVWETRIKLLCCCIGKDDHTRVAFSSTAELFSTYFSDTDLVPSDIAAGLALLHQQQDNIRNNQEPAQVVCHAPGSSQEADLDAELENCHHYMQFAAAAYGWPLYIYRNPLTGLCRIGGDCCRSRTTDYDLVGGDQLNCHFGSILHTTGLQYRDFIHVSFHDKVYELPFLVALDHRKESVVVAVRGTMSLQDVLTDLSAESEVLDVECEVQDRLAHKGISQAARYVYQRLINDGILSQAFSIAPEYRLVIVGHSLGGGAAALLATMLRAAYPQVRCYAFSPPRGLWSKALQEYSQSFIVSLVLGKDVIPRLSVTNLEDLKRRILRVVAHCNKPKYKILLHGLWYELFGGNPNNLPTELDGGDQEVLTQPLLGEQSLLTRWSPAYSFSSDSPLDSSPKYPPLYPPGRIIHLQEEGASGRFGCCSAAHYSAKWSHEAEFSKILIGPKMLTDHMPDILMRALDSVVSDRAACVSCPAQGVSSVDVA
PvdQ inh: P. aeruginosa PvdQ acylase inhibitors, primary screen, biochemical, fluorescence, plate reader and imaging, single point | actives 0.063% (n = 340,000) | PvdQ acylase [Pseudomonas aeruginosa LESB58] | inhibition, % at 10 µM | purified PvdQ acylase; in the data active means inhibition above about 30%, passing the limit was not always enough;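 further: 0% = vehicle neutral wells and 100% = reference inhibitor wells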
RTF Ca sens inh: cardiac RTF calcium sensitivity inhibitors, primary screen, biochemical, IANBD-TnC fluorescence, EC70 calcium | inhibition, % at 7.15 µM | Troponin I, cardiac muscle (Homo sapiens) + Troponin T, cardiac muscle (Homo sapiens) + … | IANBD-labeled cardiac RTF, Ca2+ fluorescence | actives 0.12% (n = 340,000) | AID 493244, 2011;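 active means inhibition above the mean inhibition of all tested compounds plus 3 SD, cut at about 17% in these data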;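 further: assay run at fixed EC70 calcium of 1.6 mM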
Arr AP2 block: inhibitors of beta-arrestin/AP2 binding, primary screen, biochemical, GPCR trafficking, flow cytometry; actives 0.31% (n = 340,000); FITC-arrestin peptide / GST-AP2 beads; AP2 beta2 appendage carries R879A mutation; inhibition, % at 10 µM; AID 504490, 2011; beta-arrestin 1 C-terminal peptide binding to AP2 beta2-adaptin appendage (human);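 active means inhibition above a set limit, near 3 SD of compounds lacking own fluorescence, cut at about 54% in these data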;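 further: plate controls were DMSO wells for no effect and 5 µM unlabelled arrestin peptide for full effect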
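system = GST-tagged AP2 beta2-adaptin appendage (R879A) on 4 µm glutathione beads | reagent = FITC-labelled arrestin peptide probe, 50 nM final | schedule = compound with beads 12 min RT, then probe 1 h RT | signal = HyperCyt-sampled flow cytometry, FL1 channel, ex 488/em 535 nm | read-out = percent response from loss of bead-bound FITC fluorescence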
PKA-R2B act: activators of PKA-R2B holoenzyme, primary screen, biochemical, fluorescence polarization, Cy5-IP20, human. cAMP-dependent protein kinase catalytic subunit beta (Homo sapiens) + cAMP-dependent …. PKA-R2B holoenzyme dissociation; R2B truncated from residue 108, S112A mutant; 0% DMSO only, 100% 113 µM cGMP. AID 504700, 2011. actives 0.079% (n = 340,000). activation, % at 11.4 µM;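 active means activation above a cutoff set at the mean over all compounds plus 3 SD, cut at about 18% in these data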;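 further: higher means more holoenzyme dissociation and a rise in polarization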
Active calls of the source: *; x = not tested or not shown.

[1] COc1ccc(N2CCN(Cc3ccc(Br)s3)CC2)cc1
[2] O=C(CS(=O)(=O)c1ccccc1)Nc1nc(-c2ccc(F)cc2)cs1
[3] Cc1ccc(C(=O)Nn2cnc3scc(-c4cccs4)c3c2=O)c(O)c1
[4] Cc1ccc(NC(=O)CN2C(=O)/C(=C3\SC(=S)N(C4CCS(=O)(=O)C4)C3=O)c3ccccc32)cc1 (centres undefined)
[5] O=C(NCc1cccc(Br)c1)C1CC(c2ccccc2C(F)(F)F)=NO1 (centres undefined)
[6] Cc1cccc(N(Cc2cc3ccccc3[nH]c2=O)S(=O)(=O)c2ccccc2)c1
[7] Cc1ccc(C)c(SCC(=O)OCC(=O)Nc2ncc(C(F)(F)F)cc2Cl)c1
[8] Cc1ccc(S(=O)(=O)Cc2sc3ccccc3[n+]2C)cc1
[9] O=C(c1c(O)cc(O)cc1O)C1c2c(cc(O)c3c2O[C@H](c2ccc(O)cc2)[C@@H](O)C3)OC1c1ccc(O)cc1 (some centres undefined)
[10] O=C1CN(C(=O)c2cc3ccccc3oc2=O)C(c2ccc(F)cc2)c2cc(Br)ccc2N1 (centres undefined)
entry no.	1	2	3	4	5	6	7	8	9	10
Keap1-Nrf2 PPI	-2	-1	-3	-2	-2	-1	-7	1	-7	-4
Arr AP2 block	8	11	1	-5	-7	-6	-5	32	6	-7
PvdQ inh	-2	-5	-20	7	-7	1	-19	-3	-10	-10
PKA-R2B act	-2	-8	-11	-9	-4	-4	-11	-4	-5	-1
RTF Ca sens inh	-6	-7	-3	-1	2	3	-14	-4	-3	-15
SR-BI uptake up	14	x	-2	22	-1	26	-4	32	16	18
SR-BI DiI inh	-14	x	2	-22	1	-26	4	-32	-16	-18
DAGLB inh	-17	3	11	-2	-1	2	-1	1	6	6
LANA DNA inh	0.0	-1.4	-0.6	2.7	-1.6	1.5	0.2	0.6	6.4	1.3
NSD2 inh	29	0	-1	-3	x	0	-4	0	x	x

[11] CC(C)c1ccc(N2C(=O)CC(Sc3nc4ccccc4o3)C2=O)cc1 (centres undefined)
[12] COc1cc(NC(=O)C2CCCN(S(=O)(=O)c3ccc4[nH]c(=O)ccc4c3)C2)cc(OC)c1 (centres undefined)
[13] CC(=O)Nc1ccc(NC(=O)C(OC(=O)c2ccccc2)C(OC(=O)c2ccccc2)C(=O)O)cc1 (centres undefined)
[14] COC(=O)C1CCN(C(=O)Cc2ccc(Br)cc2)CC1
[15] NC1=NC2CS(=O)(=O)CC2S1 (centres undefined)
[16] Cc1cc(C(=O)NCc2ccc(F)cc2)n(-c2ccccc2)n1
[17] COc1cccc(C(C(=O)NC2CCCC2)N(C(=O)c2ccco2)c2ccc(C(C)=O)cc2)c1OC (centres undefined)
[18] COC(=O)c1c(NC(=O)c2c(Cl)cnn2C)sc(C)c1C
[19] Cc1ccccc1C(=O)NC1CC2CCCC(C1)N2Cc1ccc(Cl)cc1 (centres undefined)
[20] Cc1nc2sc(C(=O)c3ccccc3)c(N)c2c(C)c1C
entry no.	11	12	13	14	15	16	17	18	19	20
Keap1-Nrf2 PPI	-1	3	-2	-6	0	0	-4	-3	-4	4
Arr AP2 block	-2	32	0	1	30	6	-6	-1	-2	2
PvdQ inh	-5	1	2	-5	8	-6	-10	-12	4	-15
PKA-R2B act	-6	-7	-6	-8	8	-1	-5	0	-6	-14
RTF Ca sens inh	-12	-13	1	4	-15	-8	-3	-23	4	-6
SR-BI uptake up	3	27	22	-12	-7	x	234*	-68	-17	-6
SR-BI DiI inh	-3	-27	-22	12	7	x	-234	68	17	6
DAGLB inh	-8	2	3	0	0	-1	-3	-2	-2	0
LANA DNA inh	-0.5	0.9	0.2	-0.2	0.0	-0.9	1.0	-1.1	-0.3	4.2
NSD2 inh	-4	-2	2	-2	-1	-2	0	-2	25	-3

[21] S=C(NCc1ccccc1)C(=S)NCc1ccccc1
[22] CC(C)CN(C(=O)/C=C/c1nc2ccccc2s1)C1CCS(=O)(=O)C1 (centres undefined)
[23] CC12C=CC(=O)C=C1CCC1C2C(O)CC2(C)C1CCC2(O)C(=O)CO (centres undefined)
[24] CC(=O)c1ccc(S(=O)(=O)N2CCC(c3nnc(SCCN4CCCC4)n3C)CC2)cc1
[25] Cn1c(Cc2ccccc2)nnc1SCC(=O)NC1CC1
[26] Cn1c(=O)c2[nH]c(C3CCCC3)nc2n(C)c1=O
[27] CC1CCCN(CCCNC(=O)CN2C(=O)CSc3ccc(S(=O)(=O)N4CCOCC4)cc32)C1 (centres undefined)
[28] CC(C)Cc1nnc(NC(=O)CCC(=O)N2CCCCC2)s1
[29] CC(=O)Nc1cccc(NC(=O)c2csc(C)c2)c1
[30] CCN(CC)CCCN(C(=O)c1cccc(C)c1)c1nc(-c2ccc(OC)cc2)cs1
entry no.	21	22	23	24	25	26	27	28	29	30
Keap1-Nrf2 PPI	6	-1	-3	-1	-7	2	2	1	0	-4
Arr AP2 block	-8	15	1	23	-26	-2	3	-2	-6	-1
PvdQ inh	-8	-1	8	-1	-13	-1	-19	0	-9	-21
PKA-R2B act	5	-3	1	6	7	-1	0	-3	3	8
RTF Ca sens inh	-7	-2	3	1	-13	10	-3	-2	-6	-21
SR-BI uptake up	10	-22	4	x	14	10	20	x	-2	-43
SR-BI DiI inh	-10	22	-4	x	-14	-10	-20	-12	2	43
DAGLB inh	0	2	1	-1	2	3	-1	2	0	-3
LANA DNA inh	-1.6	0.0	-1.6	0.0	0.7	-0.6	0.8	1.9	0.1	4.8
NSD2 inh	-1	13	x	3	12	x	x	-5	-1	25

A portion taken from the entries so far, for reference:
[20] Cc1nc2sc(C(=O)c3ccccc3)c(N)c2c(C)c1C
[21] S=C(NCc1ccccc1)C(=S)NCc1ccccc1
[22] CC(C)CN(C(=O)/C=C/c1nc2ccccc2s1)C1CCS(=O)(=O)C1 (centres undefined)
[23] CC12C=CC(=O)C=C1CCC1C2C(O)CC2(C)C1CCC2(O)C(=O)CO (centres undefined)
[24] CC(=O)c1ccc(S(=O)(=O)N2CCC(c3nnc(SCCN4CCCC4)n3C)CC2)cc1
[25] Cn1c(Cc2ccccc2)nnc1SCC(=O)NC1CC1
[26] Cn1c(=O)c2[nH]c(C3CCCC3)nc2n(C)c1=O
[27] CC1CCCN(CCCNC(=O)CN2C(=O)CSc3ccc(S(=O)(=O)N4CCOCC4)cc32)C1 (centres undefined)
[28] CC(C)Cc1nnc(NC(=O)CCC(=O)N2CCCCC2)s1
[29] CC(=O)Nc1cccc(NC(=O)c2csc(C)c2)c1
[30] CCN(CC)CCCN(C(=O)c1cccc(C)c1)c1nc(-c2ccc(OC)cc2)cs1
entry no.	20	21	22	23	24	25	26	27	28	29	30
Keap1-Nrf2 PPI	4	6	-1	-3	-1	-7	2	2	1	0	-4
Arr AP2 block	2	-8	15	1	23	-26	-2	3	-2	-6	-1
PvdQ inh	-15	-8	-1	8	-1	-13	-1	-19	0	-9	-21
PKA-R2B act	-14	5	-3	1	6	7	-1	0	-3	3	8
RTF Ca sens inh	-6	-7	-2	3	1	-13	10	-3	-2	-6	-21
SR-BI uptake up	-6	10	-22	4	x	14	10	20	x	-2	-43
SR-BI DiI inh	6	-10	22	-4	x	-14	-10	-20	-12	2	43
DAGLB inh	0	0	2	1	-1	2	3	-1	2	0	-3
LANA DNA inh	4.2	-1.6	0.0	-1.6	0.0	0.7	-0.6	0.8	1.9	0.1	4.8
NSD2 inh	-3	-1	13	x	3	12	x	x	-5	-1	25

Next part.
[31] COc1ccc(C2CC(c3ccccc3)=NN2c2ccccc2)c(C(=O)O)c1OC (centres undefined)
[32] CC(C)C(=O)Nc1nnc(S(=O)(=O)N(C)c2ccc(Cl)cc2)s1
[33] CCCNC(=O)c1oc2ccc3c(c2c1C)C=CC(C)(C)O3
[34] Cc1ccc(S(=O)(=O)N2CCN(CCNC(=O)C(=O)Nc3ccc(F)cc3)CC2)cc1
[35] NC(=O)CC(NC(=O)c1cccc(Br)c1)c1ccc(NCC2CC2)c([N+](=O)[O-])c1 (centres undefined)
[36] CCOc1ccc(S(=O)(=O)NCCC(=O)NCC(c2ccccc2OC)N2CCCC2)cc1 (centres undefined)
[37] CC1CCN(S(=O)(=O)c2ccc3nc(-c4ccccn4)cc(C(=O)NCCN(C)Cc4ccccc4)c3c2)CC1
[38] O=C(O)CC(NNC(=O)c1ccccc1)C(=O)Nc1ccc([N+](=O)[O-])cc1 (centres undefined)
[39] Cc1ccc(C)c(S(=O)(=O)N2CCCOC2CNC(=O)C(=O)NCc2ccncc2)c1 (centres undefined)
[40] COCc1c(Br)c(C)nc(OCC(=O)N/N=C/c2ccco2)c1C#N
entry no.	31	32	33	34	35	36	37	38	39	40
Keap1-Nrf2 PPI	-7	-7	-3	0	-2	-4	4	-5	-2	0
Arr AP2 block	-20	-8	9	6	5	11	45	-7	24	-5
PvdQ inh	1	-15	4	-13	-7	0	3	-21	4	10
PKA-R2B act	-1	3	2	-12	0	-6	-5	-12	2	-9
RTF Ca sens inh	-4	-3	2	-12	-7	1	-2	-12	-22	-10
SR-BI uptake up	-4	15	-8	-24	1	20	15	23	-11	1
SR-BI DiI inh	4	-15	8	24	-1	-20	-15	-23	11	-1
DAGLB inh	7	1	-6	0	3	-3	0	0	-1	1
LANA DNA inh	-1.0	-2.1	-1.0	-2.6	0.8	0.8	-0.8	0.1	0.5	-0.2
NSD2 inh	-9	-2	11	9	x	-1	4	2	0	3

High-throughput results as filed in PubChem BioAssay.
